HSF1 activator: increases HSF-1 driven luciferase reporter signal; AID 504408; 300,000 compounds, 1.7% hits; activation, % at 9 µM; NIH3T3-HGL HSF-1 luciferase reporter, MG132, 8 h; 100% = twice DMSO control signal;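 active means mean replicate activation of at least 50% with a set share of replicates each reaching 50%; inconclusive means only one of those two conditions met; inactive means mean below 50% and too few replicates reaching it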;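 further: 0% = median of the neutral control wells and 100% = twice that signal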
IEC-6 tox: IEC-6 cytotoxicity, counter-screen for KLF5 inhibitors | luminescence viability | inhibition, % at 5 µM | 290,000 compounds, 0.78% hits; in the data active means inhibition above about 22%;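 further: 0% = plate median of test compound wells and 100% = cytotoxic reference compound wells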
KLF5 inh: kruppel-like factor 5 inhibition | DLD-1 KLF5 promoter-luciferase reporter, luminescence | inhibition, % at 5 µM | 290,000 compounds, 0.23% hits | AID 1700;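 active means inhibition above a per-plate limit of that plate's mean compound inhibition plus 3 SD, cut at about 60% in these data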;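 further: 0% = DMSO wells and 100% = LY294002 at 200 µM; higher means less KLF5 promoter-driven luciferase light; inactives centre near -14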
HDAC3 inh: blocks human histone deacetylase 3; O15379; recombinant HDAC3, fluorogenic peptide/trypsin coupled, fluorescence; inhibition, % at 8.3 µM; 320,000 compounds, 0.15% hits; AID 2718; in the data active means inhibition above about 26%, passing the limit was not always enough; inconclusive means no clear call, values can overlap the other calls
Target sequence (O15379 whole entry, looked up): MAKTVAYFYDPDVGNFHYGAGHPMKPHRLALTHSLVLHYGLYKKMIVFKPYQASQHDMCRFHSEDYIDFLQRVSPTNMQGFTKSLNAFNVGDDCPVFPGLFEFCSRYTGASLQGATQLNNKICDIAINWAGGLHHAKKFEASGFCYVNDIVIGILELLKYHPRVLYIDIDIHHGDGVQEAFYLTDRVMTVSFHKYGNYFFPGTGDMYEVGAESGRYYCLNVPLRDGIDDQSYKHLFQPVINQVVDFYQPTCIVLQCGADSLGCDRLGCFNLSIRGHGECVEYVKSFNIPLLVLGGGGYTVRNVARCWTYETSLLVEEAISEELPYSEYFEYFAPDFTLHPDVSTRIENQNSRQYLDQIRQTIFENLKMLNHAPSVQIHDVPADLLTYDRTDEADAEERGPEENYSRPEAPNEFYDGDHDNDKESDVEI
HSP90 inh: inhibitors of HSP90 luciferase refolding in rabbit reticulocyte lysate | luciferase refolding luminescence, 3 h | inhibition, % at 5.6 µM | 290,000 compounds, 0.91% hits;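 active means inhibition above the screen-wide mean plus 3 SD, computed separately per campaign, cut at about 16% in these data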;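 further: 0% = DMSO wells and 100% = 60 µM geldanamycin wells; inhibitors lower the luminescence because luciferase stays unfolded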
aSyn 5UTR inh: MLPCN primary screen, SNCA 5' untranslated region. alpha-synuclein 5'UTR reporter, inhibitor activity. inhibition, % (tested at 7.5 µM). 300,000 compounds, 0.82% hits. AID 1813; in the data active means inhibition above about 60%; inconclusive means no clear call, values can overlap the other calls;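 further: H4 neuroglioblastoma cells stably carrying SNCA 5'UTR luciferase fusion; 0% = DMSO wells and 100% = positive control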
AI-2 QS modul: modulates the Vibrio harveyi AI-2 quorum sensing system. Vibrio harveyi JMH597 AI-2 luminescence/OD600 ratio, 9 h; stronger effect = lower value; strain lacks LuxN and CqsS sensors; 0 = neutral-control median. activity change, % at 7.5 µM. 300,000 compounds, 0.4% hits; in the data active means activity change below about -75%, passing the limit was not always enough; inconclusive means no clear call, values can overlap the other calls;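 further: luminescence divided by OD600 gain over 9 h not by final OD600 alone; inactives centre near 13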
HSF1 inhib: HSF1 inhibition | 300,000 compounds, 0.77% hits | activity change, negative = inhibition, % at 7.5 µM (by protocol) | NIH3T3-HGL HSE-luciferase, MG132-induced, luminescence 8 h; stronger effect = lower value;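 active means more than half of replicate wells show activity change below -50%, luminescence cut by over half; inconclusive means some wells, but at most half, below -50%; inactive means no replicate well below -50%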;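 further: luciferase reports HSF-1 transcriptional activity via heat shock element; 0% = median of DMSO wells and -100% = zero luminescence signal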
HIF activator: HIF pathway transcriptional activation; 300,000 compounds, 0.32% hits; U2OS HRE-luciferase reporter, luminescence; normalized: DMSO 0%, desferrioxamine 100%; activation, % at 7.5 µM (by protocol); AID 1910;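 active means mean activation of at least 10% of the iron chelator positive control signal, with at least half of replicates also reaching 10%; inconclusive means mean and replicate majority disagree about reaching 10%; inactive means mean and most replicates under 10%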
Platelet DG rel: platelet dense granule release activity; human platelet-rich plasma, SFLLRN dense granule ATP release, luminescence; 300,000 compounds, 0.22% hits; AID 1663; inhibition, %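 (compounds screened at 7.5 µM in platelet-rich plasma)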;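 active means mean replicate score, as percent of positive control, at or above 50; inconclusive means mean below 50 but at least one replicate at or above 50; inactive means mean and every replicate below 50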
An asterisk follows results filed as active; ? = inconclusive; / = not tested or not shown.

1. COc1ccc(-n2nc(C(=O)NCC(=O)NCC3COc4ccccc4O3)c3ccccc3c2=O)c(OC)c1 (stereo not drawn)
2. O=C(O)c1ccc(-n2nncc2-c2ccco2)cc1
3. N#C/C(=C\N1CCOCC1)S(=O)(=O)c1ccc(Cl)cc1
4. CC1CCC(NC(=O)c2ccc3c(c2)OCO3)CC1 (stereo not drawn)
5. COc1ccc(CC(=O)NCc2n[nH]c(=S)n2-c2cccc(C)c2)cc1
6. Cc1ccccc1C(=O)Nc1cccc(-c2cn3ccccc3n2)c1
7. COc1ccc(CCn2c(-c3cc([N+](=O)[O-])cc([N+](=O)[O-])c3)nc3nc4ccccc4nc32)cc1OC
8. COc1ccc(CN(C)Cc2nc(Cc3cccc(F)c3)no2)c2cccnc12
9. Cc1n[nH]c(=O)c2c(NC(=O)CSc3ncccn3)oc(C)c12
10. Cc1ccc(S(=O)(=O)N2CCCCC2)cc1NC(=O)C1CC(=O)N(Cc2ccccc2)C1 (stereo not drawn)
entry no.	1	2	3	4	5	6	7	8	9	10
HSF1 activator	11	14	-2	?	21	2	-6	-1	-10	-5
IEC-6 tox	-4	0	2	3	2	-1	7	9	/	5
KLF5 inh	3	-26	-24	-30	-61	7	4	8	/	-2
HDAC3 inh	-5	-4	1	0	3	-1	-4	-3	-1	-2
HSP90 inh	2	-3	2	24*	2	0	6	-11	/	-1
aSyn 5UTR inh	-3	1	9	20	3	-24	-18	12	-5	15
AI-2 QS modul	3	28	18	-17	9	25	7	14	-6	14
HSF1 inhib	3	-4	-1	13	5	7	2	-5	6	0
HIF activator	0.5	1.4	-0.2	-3.4	-0.3	0.4	-0.1	-0.9	1.4	-0.5
Platelet DG rel	4	15	6	-1	-1	-2	-4	-10	1	6

11. CC1CC(C)CN(S(=O)(=O)N2CCCC(C(=O)NCCCN3CCOCC3)C2)C1 (stereo not drawn)
12. O=C(O/N=C(\c1ccccc1)c1ccncc1)c1ccccc1F
13. Cc1ccc(C(=O)N[C@H](C(=O)OCc2nnc(-c3ccccc3)o2)C(C)C)cc1
14. COc1ccc(CN2CC(C(=O)NCCCN3CCN(Cc4ccccc4)CC3)CC2=O)cc1 (stereo not drawn)
15. Nc1c(Cl)cc(NC(=O)c2ccccc2C(=O)O)cc1Br
16. CCc1ccccc1NC(=S)NC1CC2CCC(C1)N2Cc1ccc(F)cc1 (stereo not drawn)
17. CC(Oc1ccc2c3c(c(=O)oc2c1)CCCC3)C(=O)NCc1ccncc1 (stereo not drawn)
18. CCCn1nc(C(=O)N2CC(=O)Nc3ccccc32)c2ccccc2c1=O
19. C=CCc1c(C)nc(N2CCSCC2)[nH]c1=O
20. CC1=NN(C(N)=S)C(=O)C1N=Nc1ccccc1 (stereo not drawn)
entry no.	11	12	13	14	15	16	17	18	19	20
HSF1 activator	-1	2	7	14	-4	17	2	11	15	30
IEC-6 tox	3	-8	-2	-7	-4	0	-2	10	0	-5
KLF5 inh	-17	-5	-9	-18	-13	-11	5	17	0	0
HDAC3 inh	1	13	9	-2	10	4	-26	0	9	1
HSP90 inh	1	-3	-6	0	-9	-4	2	3	-1	-1
aSyn 5UTR inh	24	4	-24	-4	-47	20	9	12	8	-48
AI-2 QS modul	-4	28	18	-3	-8	5	2	10	10	15
HSF1 inhib	0	-8	2	-7	-8	1	3	2	3	7
HIF activator	-0.3	-0.3	1.6	1.0	-0.1	-0.6	0.0	0.8	-0.2	1.4
Platelet DG rel	-6	-2	-4	-11	-13	4	1	7	1	-8

21. Cc1ccc(-c2nc(CS(=O)(=O)CC(=O)N3CCN(C)CC3)c(C)o2)cc1
22. CCC(C)(C)NC(=O)CN(C(=O)CNS(=O)(=O)c1ccc(C)cc1)c1ccc2c(c1)OCCO2
23. Cc1ccc(S(=O)(=O)NC(=O)COc2ccc([N+](=O)[O-])cc2)cc1
24. CC(C(=O)O)N1C(=O)C2C3CC(C2C1=O)C1C(c2ccccc2)c2sc(=O)[nH]c2SC31 (stereo not drawn)
25. O=C(O)c1cn(C2CC2)c2cc(N3CCN(S(=O)(=O)c4ccc5c(c4)OCCO5)CC3)c(F)cc2c1=O
26. Cc1cc(C(C)(C)C)oc1C(=O)O
27. COc1ccc(Cl)cc1C(=O)CSc1nnnn1C1CCCC1
28. CSc1nnc(-c2ccccc2N=Cc2c(C)[nH]n(-c3ccccc3)c2=O)c(=O)[nH]1
29. O=C(C1CCCO1)N(c1ccc(F)cc1)C1C=CS(=O)(=O)C1 (stereo not drawn)
30. Cn1nc(C(C)(C)C)c(NC(=O)c2cccs2)c1C(C)(C)C
entry no.	21	22	23	24	25	26	27	28	29	30
HSF1 activator	-2	-9	3	-5	-5	-12	/	-2	10	7
IEC-6 tox	-3	0	-1	-7	-6	-1	0	6	3	1
KLF5 inh	-46	-29	-13	-17	-14	-12	-12	-4	0	-18
HDAC3 inh	-1	1	5	-10	-32	-9	6	12	-2	-2
HSP90 inh	-1	1	0	0	3	-2	2	6	6	2
aSyn 5UTR inh	13	-5	-9	-16	-14	30	/	-14	25	-18
AI-2 QS modul	25	24	21	5	16	22	/	10	-10	36
HSF1 inhib	0	-1	-4	-3	-6	3	/	2	-5	-3
HIF activator	-0.5	0.0	0.1	0.0	8.4	1.3	/	0.2	-0.5	0.2
Platelet DG rel	1	-3	-5	-10	-2	-5	/	7	10	7

Pulled one by one from the entries so far (4):
24. CC(C(=O)O)N1C(=O)C2C3CC(C2C1=O)C1C(c2ccccc2)c2sc(=O)[nH]c2SC31 (stereo not drawn)
22. CCC(C)(C)NC(=O)CN(C(=O)CNS(=O)(=O)c1ccc(C)cc1)c1ccc2c(c1)OCCO2
26. Cc1cc(C(C)(C)C)oc1C(=O)O
21. Cc1ccc(-c2nc(CS(=O)(=O)CC(=O)N3CCN(C)CC3)c(C)o2)cc1
entry no.	24	22	26	21
HSF1 activator	-5	-9	-12	-2
IEC-6 tox	-7	0	-1	-3
KLF5 inh	-17	-29	-12	-46
HDAC3 inh	-10	1	-9	-1
HSP90 inh	0	1	-2	-1
aSyn 5UTR inh	-16	-5	30	13
AI-2 QS modul	5	24	22	25
HSF1 inhib	-3	-1	3	0
HIF activator	0.0	0.0	1.3	-0.5
Platelet DG rel	-10	-3	-5	1

Additional compounds:
31. Clc1cccc(CN2C3=NCCCN3c3ccccc32)c1
32. CC1(N2CCCCC2)C(=O)c2ccccc2C1=O
33. CCOc1ccccc1-n1c(COc2ccc(C)cc2)nnc1SCC(N)=O
34. O=C(Nc1ccccc1-c1ccccc1)c1cccc([N+](=O)[O-])c1
35. COc1ccc(OC)c2[nH]c(=O)c(CCNC(=O)C(=O)c3c[nH]c4ccccc34)cc12
36. CC(Sc1n[nH]c(=O)[nH]c1=O)C(=O)OCc1ccccc1 (stereo not drawn)
37. COCCN1CCC(CNCc2cn[nH]c2-c2ccc(C)c(C)c2)C1 (stereo not drawn)
38. CCc1ccc(S(=O)(=O)NCCc2csc(-c3ccccc3)n2)s1
39. Nc1c(Cl)cc(Cl)cc1C(=O)OCC(=O)NC1CC1
40. CC(C)CNC(=O)CC(=O)NN=C1CCCC1
entry no.	31	32	33	34	35	36	37	38	39	40
HSF1 activator	-16	8	-9	16	10	4	4	20	9	8
IEC-6 tox	2	0	0	-3	-3	-1	-4	0	-2	-4
KLF5 inh	-27	-7	13	-28	6	-5	-1	-18	-15	8
HDAC3 inh	0	-1	4	-8	3	-2	-2	-3	-56	4
HSP90 inh	-3	-3	1	-1	3	-2	2	2	-1	6
aSyn 5UTR inh	1	5	6	-43	-41	9	6	2	7	10
AI-2 QS modul	17	12	35	-1	-9	15	24	23	-3	36
HSF1 inhib	4	-2	2	17	10	-5	-3	0	2	-4
HIF activator	0.0	0.0	0.6	2.3	-0.4	-0.3	0.4	-0.1	0.3	-0.2
Platelet DG rel	2	1	5	-3	3	-1	-1	0	5	1

41. CN(C)CCCN(C(=O)c1ccc2c(c1)OCCO2)c1nc2cc3c(cc2s1)OCO3
42. O=C(Nc1ccccc1)c1cccc(N2C(=O)C3C4C=CC(C5CC45)C3C2=O)c1 (stereo not drawn)
43. Cc1ccc(NC(=O)CNc2cccc(S(=O)(=O)N3CCOCC3)c2)cc1F
44. CCCCOc1ccc(-c2nnc(-c3cc[n+](C)cc3)o2)cc1
45. C/C(=N/NC(=O)c1nnn(-c2nonc2N)c1COc1ccccc1)c1ccccc1
46. O=C(c1ccc2nc(Cc3cccc(Cl)c3)oc2c1)N1CCC(O)CC1
47. Fc1ccc2[nH]c3c(NCCN4CCOCC4)ncnc3c2c1
48. CCOC(=O)C1=C(CC)OC(N)=C(C#N)C1c1cc(OC)ccc1OC (stereo not drawn)
49. COC(=O)C[C@H]1c2ccccc2S(=O)(=O)N1Cc1ccc(OC)cc1
50. COc1ccc(NC(=O)C(CC(=O)O)Cc2ccc(Cl)cc2)cc1 (stereo not drawn)
entry no.	41	42	43	44	45	46	47	48	49	50
HSF1 activator	15	7	6	-2	-12	16	31	7	-8	3
IEC-6 tox	-2	2	/	-6	1	-1	4	2	/	0
KLF5 inh	-13	-33	/	-19	-43	-21	-32	-19	/	-34
HDAC3 inh	19	4	2	1	1	-5	-12	7	2	-9
HSP90 inh	0	-2	/	-1	-1	-2	-2	3	/	-2
aSyn 5UTR inh	-92	-20	-6	-33	16	-8	-45	5	10	4
AI-2 QS modul	21	20	8	18	0	25	-11	30	10	12
HSF1 inhib	5	3	1	-6	-1	0	25	-3	3	-10
HIF activator	5.3	0.1	-0.1	0.1	0.3	-0.4	-0.3	0.3	0.0	-19
Platelet DG rel	0	-12	5	5	3	-1	-3	3	2	-8

Screening results from PubChem BioAssay.
